MIN6 prolif: induces beta-cell replication in MIN6 cells. MIN6 cells proliferation, ATPlite luminescence, 48 h; cells starved in 0.2% serum; 100% = growth in 10% serum. proliferation, % at 10 µM. actives 0.29% (n = 330,000);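 active means compounds whose signal lies at least 3.5 SD above the mean of all wells on their plate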;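 further: 0% = DMSO-treated cells in low-serum medium and 100% = 10% serum control; some compounds called inactive have numbers as strong as hits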
mIAP act: increases mouse intestinal alkaline phosphatase activity; activation factor at 10 µM; muIAP, CDP-Star luminescence, 30 min; stronger effect = higher value; 1 = vehicle-only enzyme signal, 0 = enzyme-free wells; actives 0.24% (n = 330,000);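 active means activation factor of at least 2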; further: the source names both 10 and 20 µM as test concentration; values of inactives mirror those of a sister screen read the other way
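System: Mouse IAP enzyme | Also added: CDP-Star substrate | Dosing: Compounds dispensed in DMSO | Schedule: 30 min enzyme-substrate-compound incubation at room temperature | Technique: Chemiluminescence readout | Control set: DMSO-only wells and no-enzyme negative control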
hIAP block: human IAP inhibition. inhibition, % at 10 µM. actives 0.12% (n = 330,000). AID 2544. purified IAP, CDP-Star luminescence, 30 min;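 active means inhibition reaching a set limit with compound at 10 µM in the primary screen, cut at about 35% in these data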;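 further: plate controls were DMSO wells with enzyme for no effect and no-enzyme buffer wells for full effect; values of inactives mirror those of a sister screen read the other way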
Target sequence (P09923 whole entry, looked up): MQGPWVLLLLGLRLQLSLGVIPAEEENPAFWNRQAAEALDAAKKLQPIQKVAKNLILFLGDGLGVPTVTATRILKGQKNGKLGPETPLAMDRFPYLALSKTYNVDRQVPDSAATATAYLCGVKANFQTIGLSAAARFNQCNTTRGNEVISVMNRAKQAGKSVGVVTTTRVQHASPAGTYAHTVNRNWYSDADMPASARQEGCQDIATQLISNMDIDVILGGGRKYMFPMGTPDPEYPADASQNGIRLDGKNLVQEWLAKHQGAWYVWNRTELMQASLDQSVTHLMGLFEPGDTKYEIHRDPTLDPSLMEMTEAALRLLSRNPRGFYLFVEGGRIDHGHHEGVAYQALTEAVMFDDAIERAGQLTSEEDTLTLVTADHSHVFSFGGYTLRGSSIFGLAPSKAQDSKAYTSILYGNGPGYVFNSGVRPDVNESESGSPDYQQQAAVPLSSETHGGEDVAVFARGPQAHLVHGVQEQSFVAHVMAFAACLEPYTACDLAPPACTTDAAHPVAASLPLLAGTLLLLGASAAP
APOBEC3A inh: inhibitors of human APOBEC3A DNA deaminase. P31941. recombinant A3A, FAM/TAMRA ssDNA deamination fluorescence. inhibition, % at 20 µM. actives 0.41% (n = 330,000). AID 493011;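 active means at least 40% inhibition at 20 µM here, with at most 30% in a related deaminase screen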;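 further: plate controls were A3A with DMSO for no effect and wells lacking A3A enzyme for full effect; some results filed as inactive read as strong as hits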
Target sequence (P31941 whole entry, looked up): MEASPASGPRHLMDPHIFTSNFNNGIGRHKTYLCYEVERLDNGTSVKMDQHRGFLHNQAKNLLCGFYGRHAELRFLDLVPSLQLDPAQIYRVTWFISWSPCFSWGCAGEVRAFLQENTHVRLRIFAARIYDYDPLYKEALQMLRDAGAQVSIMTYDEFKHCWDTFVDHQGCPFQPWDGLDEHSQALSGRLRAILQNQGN
tim10-1 inh: tim10-1 yeast growth inhibition. AID 463190. actives 2.2% (n = 330,000). S. cerevisiae tim10-1 ts strain growth, BacTiter-Glo, 24 h. inhibition, % at 20 µM;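 active means inhibition of at least 40%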;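 further: mutant grown at 25 °C; 0% = DMSO wells with yeast and 100% = wells holding no yeast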
NLRP3 yeast inh: blocks the NALP3 inflammasome reconstituted in yeast; actives 0.39% (n = 330,000); inhibition, % at 10 µM; Yeast reconstituted NLRP3/ASC/caspase-1, beta-gal luminescence, 24 h; AID 2825;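 active means inhibition of 50% or more; inactive means inhibition below 50%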;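 further: plate controls were induced DMSO wells for no effect and uninduced yeast grown without galactose for full effect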
mIAP block: mouse IAP inhibition; purified mouse IAP, CDP-Star luminescence, 30 min; inhibition, % at 10 µM; actives 0.2% (n = 330,000);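 active means inhibition of at least 40% at 10 µM in the primary screen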;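 further: plate controls were DMSO with enzyme for no effect and no enzyme wells for full effect; values of inactives mirror those of a sister screen read the other way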
A3G deaminase: APOBEC3G (human) deaminase inhibition. Q9HC16. recombinant A3G, ssDNA deamination FAM/TAMRA fluorescence. inhibition, % at 20 µM. actives 0.28% (n = 330,000);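 active means inhibition of at least 40% at 20 µM, with no more than 30% in the related APOBEC3A deaminase screen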;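 further: plate controls were DMSO wells with A3G for no effect and wells lacking A3G enzyme for full effect; some compounds called inactive have numbers as strong as hits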
Target sequence (Q9HC16 whole entry, looked up): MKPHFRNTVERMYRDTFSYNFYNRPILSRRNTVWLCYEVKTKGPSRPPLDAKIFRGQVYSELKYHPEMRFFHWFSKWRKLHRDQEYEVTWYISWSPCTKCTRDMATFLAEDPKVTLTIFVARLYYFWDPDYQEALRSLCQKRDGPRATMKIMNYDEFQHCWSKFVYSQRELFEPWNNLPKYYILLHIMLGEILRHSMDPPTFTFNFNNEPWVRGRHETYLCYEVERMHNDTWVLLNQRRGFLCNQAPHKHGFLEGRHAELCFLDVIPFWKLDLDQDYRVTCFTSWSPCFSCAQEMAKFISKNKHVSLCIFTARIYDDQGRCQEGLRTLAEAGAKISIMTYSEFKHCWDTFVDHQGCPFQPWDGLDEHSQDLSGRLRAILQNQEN
TIM10 inh: TIM10 yeast growth inhibition; S. cerevisiae TIM10 strain growth, BacTiter-Glo luminescence, 24 h; inhibition, % at 10 µM; actives 1.4% (n = 330,000);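 active means inhibition of 40% or more at the single tested concentration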;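 further: wild-type TIM10 isogenic control strain grown at permissive 25 °C; 0% = DMSO yeast wells and 100% = minimal medium wells without yeast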
Starred values were filed as active, the others as inactive.

SMILES	MIN6 prolif	mIAP act	hIAP block	APOBEC3A inh	tim10-1 inh	NLRP3 yeast inh	mIAP block	A3G deaminase	TIM10 inh
CN1CCc2c(C#N)c(N3CCCCC3)nc(N3CCOCC3)c2C1	-3	0.97	-8	-14	-6	11	2	-5	-2
CCN(CC(=O)NCc1cccs1)C(=O)c1ccc([N+](=O)[O-])o1	-4	0.93	3	-4	18	16	7	-5	13
Cc1ccc(SCC(=O)Nc2cc([N+](=O)[O-])ccc2O)cc1	-5	0.85	27	-2	4	16	15	-5	14
O=C(NCCc1ccccc1)C1CCN(Cc2cccc3ccccc23)CC1	-1	1.2	-27	-2	7	31	-24	-7	1
COc1ccc(C(C)NC(=O)Cc2cccs2)cc1OC (stereo not given)	-4	0.99	-8	-3	19	20	1	0	6
O=C(NC(=S)Nc1cc([N+](=O)[O-])ccc1O)C1CC1	0	0.99	23	-3	2	33	1	4	1
COc1ccccc1NC(=O)C1=C(C)Nc2nnnn2C1c1cccc(Br)c1 (stereo not given)	-5	0.95	-44	-2	42*	14	5	-9	16
Cc1ccc(-c2cc(C(=O)NCCCN3CCCC3)c3ccccc3n2)cc1C	-6	0.96	-12	-2	-15	2	4	-6	-9
COc1ccc(N(C(=O)c2cnccn2)C(C(=O)NC2CCCCC2)c2ccc(O)cc2)cc1 (stereo not given)	-3	1.1	-16	1	2	10	-11	2	-2
COc1ccc(-c2nnc(SCC(=O)NCc3cccs3)n2CC(C)C)cc1	0	1	10	-4	15	6	-2	-8	3
CC(C)(C)c1ccc(C(=O)N2CCC(C(=O)c3ccccc3)CC2)cc1	-6	1.1	-5	-1	35	-8	-7	-6	22
COc1ccc(NC(=O)CSc2nccn2Cc2ccc(F)cc2)cc1	2	1	-6	-2	7	30	-2	-9	-6
O=C(CN1CCN(Cc2ccc3c(c2)OCO3)CC1)c1c[nH]c2ccccc12	-1	0.99	17	39	17	11	1	21	-1
COc1cc(C(O)C(=O)O)ccc1O (stereo not given)	-3	0.98	-11	0	-9	13	2	-6	6
COc1cccc(C(=O)N2N=C(c3ccccc3)CC2(O)C(F)(F)F)c1 (stereo not given)	-2	1.1	7	-1	5	5	-6	-6	-1
COc1ccc(CN(C(=O)CNC(=O)c2ccco2)C(C(=O)NCC2CCCO2)c2ccc(OC)c(OC)c2)cc1 (stereo not given)	0	1	2	-2	-3	3	-4	-3	2
CCn1c(=S)sc2c(=O)n(CC(=O)Nc3cccc(OC)c3)c(C)nc21	-2	0.98	6	-2	-2	14	2	-1	8
CCC(=O)NC(=S)Nc1ccc(NC(=O)c2ccc([N+](=O)[O-])cc2)cc1	2	0.97	9	2	16	13	2	-7	8
Cc1ccc(NC(=O)CN2C(=O)C(C)Oc3ccccc32)nc1 (stereo not given)	2	0.85	10	2	5	15	15	-4	-8
CCCOC(=O)c1ccc(-c2c(C)noc2-c2ccc(OC)cc2O)o1	3	0.98	9	0	40	16	2	-2	31
Fc1cccc(Cc2noc(CN3CCCCC3c3ccccn3)n2)c1 (stereo not given)	-2	1	-10	-3	2	23	-4	-9	13
Cc1sc2nc(SCc3ccccc3)n(Cc3ccco3)c(=O)c2c1C	-6	1	-5	7	7	11	-1	1	0
CCOC(=O)c1ccc(-c2ccc(/C=N/NC(=O)CN(c3ccccc3Cl)S(C)(=O)=O)o2)cc1	-5	0.98	-5	6	-5	-3	2	-10	-17
COc1cccc(SCc2noc(C(=O)NCCN(C)C)c2C(=O)NCCN(C)C)c1	-5	0.98	20	-4	-12	5	2	-7	3
CCn1c(N)nc2c1c(=O)n(C)c(=O)n2C	4	0.91	6	3	0	0	9	0	8
COc1cccc(-n2nc(C(=O)Nc3ccc4c(c3)OCO4)c3ccccc3c2=O)c1	-2	0.95	-38	2	20	27	5	-2	13
COc1ccccc1NS(=O)(=O)c1ccc(C(=O)NCCCn2ccnc2)cc1	-2	0.93	-2	-2	-6	13	7	-2	8
Cc1csc2cc(-c3cccc([N+](=O)[O-])c3)c(-c3cccc([N+](=O)[O-])c3)c[n+]12	-2	1.1	-17	-2	-14	3	-5	-6	-11
CCOC(=O)N1CCN(c2ccc([N+](=O)[O-])cc2)CC1	0	0.8	3	-2	13	21	20	-5	-9
COc1ccc(Cl)cc1C(=O)N1CCC2(CC1)CC(=O)c1ccccc1O2	-2	0.98	-5	0	17	10	2	-6	20

Fetched by structure from the entries so far, four records:
SMILES	MIN6 prolif	mIAP act	hIAP block	APOBEC3A inh	tim10-1 inh	NLRP3 yeast inh	mIAP block	A3G deaminase	TIM10 inh
COc1cccc(C(=O)N2N=C(c3ccccc3)CC2(O)C(F)(F)F)c1 (stereo not given)	-2	1.1	7	-1	5	5	-6	-6	-1
CCCOC(=O)c1ccc(-c2c(C)noc2-c2ccc(OC)cc2O)o1	3	0.98	9	0	40	16	2	-2	31
COc1cccc(SCc2noc(C(=O)NCCN(C)C)c2C(=O)NCCN(C)C)c1	-5	0.98	20	-4	-12	5	2	-7	3
COc1ccc(CN(C(=O)CNC(=O)c2ccco2)C(C(=O)NCC2CCCO2)c2ccc(OC)c(OC)c2)cc1 (stereo not given)	0	1	2	-2	-3	3	-4	-3	2

Following part:
SMILES	MIN6 prolif	mIAP act	hIAP block	APOBEC3A inh	tim10-1 inh	NLRP3 yeast inh	mIAP block	A3G deaminase	TIM10 inh
CCOc1ccc(S(=O)(=O)N2Cc3ccccc3CC2C(=O)NCCCn2ccnc2)cc1 (stereo not given)	1	1	-13	-5	8	13	-2	-4	0
CC1(C)CC(=O)C=C(NCCN2CCN(C(=O)Nc3ccc(Cl)cc3)CC2)C1	-3	0.98	-2	2	4	14	2	-5	-8
COc1ccc([C@@H](C)NC(=O)c2ccc3oc(C(C)C)nc3c2)cc1	3	0.96	3	-1	16	9	4	-3	30
Cc1cc(C(F)(F)F)n2nc(-c3cnn(C)c3C(F)(F)F)c(Cl)c2n1	-3	0.89	8	2	34	24	11	-2	25
Cc1cc(C(=O)Nc2cccc(S(=O)(=O)N3CCOCC3)c2)c2ccccc2n1	-3	1.1	4	-2	-4	13	-12	-6	2
O=C(Cn1cnc2c(OCc3ccccc3)ncnc21)NCCCn1ccnc1	-3	1.1	13	-1	0	-1	-11	6	14
CC1CCCC(C(=O)O)N1C(=O)CCSSCCC(=O)N1C(C)CCCC1C(=O)O (stereo not given)	-2	1	6	-3	2	9	-3	-10	-12
C/C(=N\NC(=O)CNc1cccc(C(F)(F)F)c1)c1ccc(Br)cc1	0	0.91	3	0	27	11	9	-3	12
COc1cccc(-n2c(CCn3nc(C)c([N+](=O)[O-])c3C)n[nH]c2=S)c1	2	1	2	-1	1	10	0	26	5
COc1ccc(S(=O)(=O)N2CCN(c3ccc(F)cc3)CC2)cc1OC	2	1.1	15	-5	8	21	-6	-7	-8
C=CC[C@@H](CC(=O)N[C@H](CO)Cc1ccccc1)C(=O)NCCOC(=O)[C@@H](CC=C)CC(=O)OC(C)(C)C	0	1.1	-17	0	-2	10	-13	-3	5
Cc1nn(S(=O)(=O)c2cccc([N+](=O)[O-])c2)c(C)c1S(=O)(=O)N1CCOCC1	1	1	3	-4	9	5	-2	-3	-3
Cc1ccc(C(=O)N/C(=C\c2ccccc2)C(=O)NCC2CCCO2)cc1 (stereo not given)	0	1.1	1	9	12	8	-9	-6	21
COc1ccc(OC)c(C(=O)CSc2nc3cccnc3n2C)c1	5	1.1	8	5	12	11	-6	0	12
CCC(C)CCN1C(Nc2ccccc2)=NC[C@@H]1C (stereo not given in full)	8	0.96	4	-4	9	-9	4	-8	8
O=C(CSc1ncn[nH]1)NNC(=O)c1ccccc1	1	0.92	-123	2	-28	17	8	-8	0
COc1ccc(C(=O)OCc2nnc(-c3ccccc3)o2)cc1S(=O)(=O)N1CCOCC1	-6	0.97	6	2	4	23	3	0	-3
O=C(OCC(=O)N1CCCc2ccccc21)c1cc(Br)ccc1O	-1	1	-5	-4	11	16	-2	-5	9
Nc1nc(-c2cccnc2)nn1C(=O)CCc1ccccc1	-2	0.94	6	0	27	7	6	-1	9
c1ccc(C2=NOC(c3nnc(-c4ccccc4)o3)C2)cc1 (stereo not given)	3	0.98	0	-3	1	24	2	-10	9
CCCCN(CCCC)CC(O)COc1ccccc1Br (stereo not given)	-2	1	-6	0	2	7	0	-6	4
Cc1cc(C)n2nc(S(=O)(=O)N(CC(C)C)CC(C)C)nc2n1	0	0.9	0	-2	22	-8	10	-4	11
COc1ccccc1CNC(=O)c1ccccc1C(=O)NC(C)(C)C(=O)NCc1ccccc1OC	-1	1	-4	1	-7	5	-4	23	11
CC(=O)Nc1ccc(NC(=O)C2CCC(CNS(=O)(=O)c3cccc4nsnc34)CC2)cc1 (stereo not given)	-2	1.1	3	1	-13	9	-7	-8	3
O=C(CSc1nc2ccccc2o1)N1N=C(c2cccs2)CC1c1ccc(F)cc1 (stereo not given)	0	0.9	15	-3	35	-14	10	-3	29
CCCCCCC(C)n1[nH]c(=O)cc1N (stereo not given)	-1	1.1	5	1	1	12	-6	1	-19
C[C@H](NC(=O)c1nc[nH]c1C(=O)OCc1ccccc1)c1ccccc1	4	0.93	-48	-5	10	-5	7	-11	0
CCOC(=O)C1=C(N)OC2=C(C(=O)CC(C)(C)C2)C1c1cc(CSc2nnnn2C)cs1 (stereo not given)	-1	1	2	-1	11	2	-3	-5	-2
COc1ccc(C(CC(=O)O)NC(=O)Nc2ccccc2)cc1OC (stereo not given)	0	1.1	2	0	1	-24	-5	0	-6
CC(=O)c1ccc(NC(=O)C2C3C=CC(C3=C(c3ccccc3)c3ccccc3)C2C(=O)O)cc1 (stereo not given)	-4	0.97	-3	5	8	7	3	-2	21
COc1ccc(C(=O)C2CCCN(C/C=C/c3ccccc3OC)C2)c(OC)c1 (stereo not given)	-6	0.99	-5	1	22	23	1	-4	5
c1ccc2c(c1)Cc1ccccc1O2	2	1.1	-5	3	0	12	-10	-5	10
O=C(Nc1cccc(NC(=O)c2ccc([N+](=O)[O-])o2)c1)c1ccco1	0	0.88	19	-1	72*	7	12	-7	67*
O=C(NCc1ccccn1)Nc1cc(Cl)ccc1Cl	1	1.1	-25	-1	3	20	-7	-1	3
CC1(c2cccc(Br)c2)NC(=O)N(CC(=O)N2CCc3ccccc32)C1=O (stereo not given)	0	0.95	16	0	-12	11	5	-3	12
Cc1cccc(N=C2NC(=O)/C(=C\c3cccs3)S2)c1	0	0.83	11	-4	20	31	17	-6	34
COc1ccccc1C(=O)Nc1ccc2c(c1)CCCN2C(=O)c1cccs1	-2	0.99	-12	-5	29	9	1	-8	-1
CC(C)(C)NC(=O)[C@H]1CC[C@H]2[C@@H]3CC[C@H]4NC(=O)C=C[C@]4(C)[C@H]3CC[C@]12C	-3	0.97	9	2	26	19	2	-7	3
COc1ccc(N(Cc2ccccc2)C(=O)CSc2nnc(Cn3nnc4ccccc43)o2)cc1	-2	0.88	3	4	16	-4	12	-2	-7
CC(=O)Nc1ccc(-c2nnc(SCc3c(C)cc(C)cc3C)n2C)cc1	1	1.1	4	-3	30	6	-9	-7	18
Cc1c(C(=O)N2CCCCC2)oc2ccc(Br)cc12	-1	0.96	8	-1	12	40	4	-3	-9
CC1(C)CC(=O)C2=C(C1)NC(=O)NC2c1ccc(Cl)cc1 (stereo not given)	-1	0.97	15	-1	-8	-7	2	-10	9
CC1(C)Cc2nc3oc4c(NCc5ccccc5)ncnc4c3cc2CO1	0	1.1	-12	1	3	6	-5	1	-22
O=C(OCC(=O)N1CCCCC1)c1c[nH]c2ccccc12	-4	1	14	-4	12	7	-4	-11	14
CCOC(=O)COc1ccc2c(=O)cc(-c3ccccc3)oc2c1	-2	0.94	7	-2	22	15	6	-7	14

Compound activity as filed in PubChem BioAssay.
